Screens deposited in PubChem by several laboratories.
OX1R antag-1: antagonists of human orexin 1 receptor (OX1R). AID 485270. 330,000 compounds, 1.8% hits. inhibition, % at 6.6 µM. O43613. OX1R-expressing cells, FRET antagonist read-out; in the data active means inhibition mostly above about 38%, no sharp cut-off; inactive means mostly below about 40%;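 further: 0% = agonist challenge alone and 100% = reference antagonist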
Target sequence (O43613 whole entry, looked up): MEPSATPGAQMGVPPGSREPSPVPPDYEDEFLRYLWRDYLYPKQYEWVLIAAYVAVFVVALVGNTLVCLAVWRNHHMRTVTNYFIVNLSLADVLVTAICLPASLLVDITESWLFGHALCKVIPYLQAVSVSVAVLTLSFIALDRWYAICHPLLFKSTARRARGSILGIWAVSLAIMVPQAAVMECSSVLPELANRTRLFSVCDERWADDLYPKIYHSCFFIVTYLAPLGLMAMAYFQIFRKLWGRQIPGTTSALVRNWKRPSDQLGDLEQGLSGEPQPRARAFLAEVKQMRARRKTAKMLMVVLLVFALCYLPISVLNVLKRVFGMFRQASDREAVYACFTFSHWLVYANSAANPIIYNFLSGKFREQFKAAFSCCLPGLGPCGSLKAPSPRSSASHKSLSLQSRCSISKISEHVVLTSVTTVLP
CHT PAM: allosteric activators of human choline transporter CHT. Q9GZV3. CHT-expressing cells, membrane potential dye, choline EC20; active compounds read high; LV-AA mutant CHT in HEK293 cells. B-score at 10 µM. 310,000 compounds, 0.49% hits. AID 488977;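 active means initial fluorescence not abnormally high and integrated response B-score, plate-corrected, over 3 SD above library mean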
Target sequence (Q9GZV3 whole entry, looked up): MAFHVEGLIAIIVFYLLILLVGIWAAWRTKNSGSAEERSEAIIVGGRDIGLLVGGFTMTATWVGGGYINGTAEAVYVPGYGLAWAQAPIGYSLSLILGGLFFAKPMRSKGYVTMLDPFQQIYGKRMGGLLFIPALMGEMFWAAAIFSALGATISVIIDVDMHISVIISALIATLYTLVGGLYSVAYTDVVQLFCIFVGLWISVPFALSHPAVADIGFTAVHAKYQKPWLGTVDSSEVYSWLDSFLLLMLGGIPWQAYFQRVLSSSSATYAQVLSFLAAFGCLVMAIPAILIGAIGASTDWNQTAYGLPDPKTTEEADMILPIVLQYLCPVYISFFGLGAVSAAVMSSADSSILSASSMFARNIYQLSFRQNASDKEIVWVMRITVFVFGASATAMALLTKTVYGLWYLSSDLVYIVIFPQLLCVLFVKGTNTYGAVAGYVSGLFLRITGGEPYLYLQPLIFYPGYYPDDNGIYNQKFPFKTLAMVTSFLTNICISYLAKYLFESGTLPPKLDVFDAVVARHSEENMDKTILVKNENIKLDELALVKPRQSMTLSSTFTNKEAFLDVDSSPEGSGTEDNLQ
OX1R antag-2: blocks the human orexin 1 receptor; O43613; CHO/OX1R cells, Fluo-8 calcium fluorescence, orexin A; inhibition, % at 5 µM; 330,000 compounds, 0.43% hits; AID 434989;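 active means inhibition above its plate's threshold, mean inhibition of all tested compounds on the plate plus 3 SD, cut at about 37% in these data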;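 further: 0% = orexin A challenge wells and 100% = SB-334867-A antagonist wells; not every result past the cut was called active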
* hit, by the source's call; i = inactive; · = not tested or not shown.

mol | OX1R antag-1 | CHT PAM | OX1R antag-2
CC1(C)CC(N2CN(C3CCCCC3)CC2=O)CC(C)(C)N1 | 5 | i | 1
C/C(CC(=O)NCc1ccco1)=N\NC(=O)COc1ccc(Cl)cc1Cl | 12 | i | 3
Cc1nc(Nc2ccc(C(=O)O)cc2)sc1-c1ccccc1 | -8 | i | 13
Cc1ccc(C2C(C=Nc3c(C)n(C)n(-c4ccccc4)c3=O)=C(c3ccccc3)Oc3ccccc32)cc1 (centres undefined) | 22 | i | -35
Cc1nc(C(=O)Nc2cc(Cl)ccc2Cl)nn1-c1cc(OC(C)C)c(Cl)cc1Cl | -1 | i | -14
Cc1ccc(NC(=O)CO/N=C/c2ccc(N(C)C)cc2)cc1 | 12 | i | 13
CC(C)N1CC(C(=O)Nc2ccc(Cl)c([N+](=O)[O-])c2)CC1=O (centres undefined) | 1 | i | -10
COc1ccc(/C=N/N=C2/NC(=O)C(CC(=O)NC(N)=O)S2)cc1 (centres undefined) | 7 | i | -4
CC(C)(C)c1cc(-c2nc(N)nc(N)n2)c(O)c(C(C)(C)C)c1 | 23 | i | -13
CCc1nnc(NC(=O)c2ccc(-c3ccc(F)cc3)o2)s1 | 28 | i | -21
Cc1nn(CC(=O)OC(C)C(=O)Nc2ccccc2[N+](=O)[O-])c(C)c1[N+](=O)[O-] (centres undefined) | 37 | i | -16
O=C(NCCNC(=O)C(F)(F)F)c1ccncc1 | 14 | i | -1
CCc1ccc(/C=C2\C(=N)N3N=C(CC(=O)N4CCCCC4)SC3=NC2=O)cc1 | 7 | i | -9
O=C(COc1cccc2ccccc12)NNC(=O)C1CCCO1 (centres undefined) | 2 | i | -2
Cc1c(Cl)cccc1NS(=O)(=O)c1ccc(-c2ccc(=O)[nH]n2)o1 | 14 | i | -2
Cc1ccc(S(=O)(=O)CCC(=O)OCc2cc(C)ccc2C)cc1 | 19 | i | -12
Cc1ccc(S(=O)(=O)N2CCC(=O)N(CCOC(=O)Nc3cccc(Cl)c3)CC2)cc1 | 18 | i | -13
CCC(C)(C(=O)Nc1ccc2c(c1)OCCO2)N(C(C)=O)c1ccc(C(N)=O)cc1 (centres undefined) | 6 | i | -12
CC(=O)c1c(C)[nH]c(C(=O)Nc2ccc(C)cc2Br)c1C | 18 | i | -52
CCOC(=O)N1CCN(c2c(NCCN3CCN(c4ccccc4F)CC3)c(=O)c2=O)CC1 | 7 | i | -8
Cc1ccc(S(=O)(=O)N2CCOCC2)cc1NC(=O)CSc1nc(N)cc(=O)[nH]1 | 11 | i | -4
Cc1ccccc1Cn1nc(C)c(NC(=O)/C=C/c2cnn(C)c2)c1C | 12 | i | -10
OC(CNc1ccccc1)COc1ccc(OCC(O)CNc2ccccc2)cc1 (centres undefined) | 40 | i | 40
COC(=O)c1sc(NC(=O)C2CCCO2)c(C(=O)OC)c1C (centres undefined) | 12 | i | -15
CC(=O)Nc1ccc2c(c1)C(C)(C)C(C)N2C (centres undefined) | 5 | i | -18
COc1ccc(C(=O)Nc2nnc(SCC(=O)NCC3CCCO3)s2)cc1OC (centres undefined) | 17 | i | -8
CC(C)c1ccc(NC(=O)C2CCN(C(=O)[C@@H]3Cc4ccccc4CN3)CC2)cc1 | 15 | i | -24
C=CCc1ccccc1Oc1cc(F)nc(N)n1 | 15 | i | -4
Cc1cc(Br)ccc1OCC(=O)N1CCCCCC1 | 21 | i | -24
O=C(CN1CCCCC1)N/N=C/c1ccccc1OCc1ccccc1 | 11 | i | -22
CC1CN(C)C(C)C/C1=N\Oc1ccc([N+](=O)[O-])cc1 (centres undefined) | 11 | i | -32
Cc1ccc(CNC(=S)NCc2ccncc2)cc1 | -3 | i | -10
O=C(O)CCN1CCc2ccccc2C1c1ccncc1 (centres undefined) | 13 | i | 1
COC(=O)Cc1cc(=O)[nH]c(/N=C(\N)Nc2cccc(C)c2)n1 | 9 | i | -3
CCc1cc(C)c(O)c(CC)n1 | 17 | i | 1
COC(=O)c1[nH]c2cc(C)ccc2c1NC(=O)CN1CCN(c2ccccc2OC)CC1 | 1 | i | -23
CC(C)c1ccc(NC2CCCN(C(=O)c3ccoc3)C2)cc1 (centres undefined) | 14 | i | -7
Cc1cc(Nc2nc3ccccc3[nH]c2=O)n(-c2ccccc2)n1 | 14 | i | -41
COc1ccccc1NS(=O)(=O)c1cc(NC(=O)CCNC(C)=O)ccc1C | 8 | i | -12
Cc1onc(-c2ccccc2)c1CNS(=O)(=O)c1cccc(Br)c1 | 26 | i | -5
CCOc1ncccc1-c1nc(-c2cccs2)no1 | 9 | i | -21
CCOC(=O)C1=C(O)/C(=C/c2ccc(OCC(=O)O)c(OCC)c2)SC1=Nc1ccc(OC)cc1 | 22 | i | 0
CCN(CC)c1ccc(C2C3CCCCC3(O)CCN2CC(=O)N2CCCCC2)cc1 (centres undefined) | 12 | i | -18
CC(=O)Nc1ccc(NC(=O)CN(C)S(=O)(=O)c2ccc3c(c2)CCC(=O)N3)cc1 | -3 | i | -16
CCOc1ccccc1OCCCC(=O)N1CCN(S(=O)(=O)c2ccc(C)cc2)CC1 | 38 | i | -14
NC(=O)c1ccsc1NC(=O)COC(=O)COc1ccccc1F | 21 | i | -9
Cc1ccc(P(=O)(CSC(=N)N)c2ccc(C)cc2)cc1 | 7 | i | -12
Cc1ccc(NC(=O)CS(=O)CC(=O)NC(C)CCc2ccco2)cc1Cl (centres undefined) | 9 | i | -10
CC1CN(C(=O)c2ccc(S(=O)(=O)Nc3cccc(C(F)(F)F)c3)cc2)CC(C)O1 (centres undefined) | 1 | i | 2
O=CN1CCc2scc[n+]2-c2ccccc21 | -3 | i | 10

Exported with each value named: 3 of the compounds above.
> Cc1ccc(NC(=O)CS(=O)CC(=O)NC(C)CCc2ccco2)cc1Cl (centres undefined)
  OX1R antag-1: 9
  CHT PAM: i
  OX1R antag-2: -10
> CC1CN(C(=O)c2ccc(S(=O)(=O)Nc3cccc(C(F)(F)F)c3)cc2)CC(C)O1 (centres undefined)
  OX1R antag-1: 1
  CHT PAM: i
  OX1R antag-2: 2
> CCOc1ncccc1-c1nc(-c2cccs2)no1
  OX1R antag-1: 9
  CHT PAM: i
  OX1R antag-2: -21

(listing goes on)
mol | OX1R antag-1 | CHT PAM | OX1R antag-2
COc1ccccc1CCC(=O)N(Cc1ccccc1)c1c(N)n(Cc2ccccc2)c(=O)[nH]c1=O | 7 | i | -8
CCS(=O)(=O)Nc1cccc(C2=NN(S(=O)(=O)CC)C(c3ccccc3)C2)c1 (centres undefined) | 6 | i | -11
CC(=Nc1ccccc1)c1sc2ccccc2c1O | 5 | i | 15
CCn1c(SCC(=O)Nc2nonc2C)nnc1-c1ccoc1C | 9 | i | 5
CCOc1ccccc1OCCCC(=O)OCC(=O)Nc1cccc(Cl)c1 | 11 | i | -21
O=C(O)c1ccccc1C(=O)Nc1nc(-c2ccccc2)cs1 | 16 | i | 5
O=C(NC1CCCC1)c1ccc(CS(=O)Cc2ccc(Cl)cc2)o1 (centres undefined) | 10 | i | -10
CC(C)C(NC(=O)c1ccccc1NC(=O)c1ccco1)C(=O)NNC(=O)c1ccncc1 (centres undefined) | 14 | i | -29
CCCn1c(NC(=O)CCS(=O)(=O)c2ccc(C)cc2)nc2ccccc21 | 23 | i | -19
CCN(CC)C(=O)CNC(=O)c1nn(-c2ccc(OC)c(Cl)c2)c(=O)c2ccccc12 | 6 | i | -21
CCN(CC)S(=O)(=O)c1ccc2oc(SCC(=O)NC3CC3)nc2c1 | 6 | i | -13
Cc1ccc(CN(C)C(=O)c2ccccc2NC(=O)c2ccccc2)o1 | 7 | · | -4
O=C(COC(=O)C1CCN(S(=O)(=O)c2ccc3c(c2)OCCO3)CC1)Nc1ccccc1OC(F)F | 4 | 7* | -12
O=C(Cc1ccc(S(=O)(=O)N2CCOCC2)s1)NCCOc1ccccc1 | 4 | i | -27
COc1cc(/C=N/O)ccc1OCc1ccccc1Cl | 24 | i | -24
CCOc1cc(/C=N/NC(=O)C2CCCC2)ccc1OC(C)C | 18 | i | -13
Cc1nc2nc(C)c(NS(=O)(=O)c3ccc(C(C)(C)C)cc3)c(=O)n2[nH]1 | 12 | i | -9
N#CCCN(C(=O)COC(=O)CNS(=O)(=O)c1ccc2ccccc2c1)c1ccccc1 | 0 | · | 24
CC(=O)Nc1cccc(NC(=O)CN2c3cccc4cccc(c34)S2(=O)=O)c1 | 7 | · | -19
C[C@@H](C(=O)Nc1ccc(OC(F)F)c(Cl)c1)N1C(=O)C2CC=CCC2C1=O (some centres undefined) | 10 | · | -4
O=C(CSc1ccc(Br)cc1)Nc1ccccc1Oc1ccccc1 | 15 | i | -24
CCC(C)CCN1CCN=C1N(C)C (centres undefined) | -6 | i | 7
O=C1CSC(=Nc2ccc(F)cc2)N1 | 0 | i | 1
COc1ccc(CCNC(=O)Cn2cnc3ccccc3c2=O)cc1OC | -2 | i | -7
O=C(CS(=O)c1ccc(Br)cc1)N1CCOCC1 (centres undefined) | 2 | i | -15
CC(C)C(NC(=O)c1ccccc1)c1nnc(SCC(=O)NC2CCCC2)n1C (centres undefined) | 32 | i | -8
Cc1ccc(OCC(=O)Nc2ccccc2C(=O)NC2CC2)cc1C | 15 | i | -19
O=C(COC(=O)CNS(=O)(=O)c1ccc2ccccc2c1)Nc1ccccc1Sc1ccccc1 | 20 | i | 13
CC(=O)c1ccc(NC(=O)Nc2ccc3c(c2)N(C)C(=O)CS3)cc1 | 79* | i | -15
CCc1nn2c(=O)c(S(=O)(=O)Nc3ccccc3)c(C)nc2s1 | 14 | i | -10
CCOC(=O)c1c(NC(=O)c2ccccc2N(C)S(=O)(=O)c2ccccc2)sc2c1CCCC2 | 21 | i | -8
CSc1ccc(/C=C(\C(=O)O)c2ccc(S(=O)(=O)N3CCCC3)s2)cc1 | 16 | · | -2
CCOCCc1nn2c(=O)cc(CSCC(=O)Nc3ccc(OC)cc3)nc2s1 | 22 | i | -13
Cn1cccc1C(=O)OCC(=O)NC(=O)c1ccc(Cl)cc1 | 4 | · | 10
O=[N+]([O-])c1ccc(N2CCN(CCO)CC2)cc1Sc1nc2ccccc2[nH]1 | 42 | i | -18
CC1(C)SC2c3ccccc3C(=O)N2[C@@H]1C(=O)NCCCN1CCOCC1 (some centres undefined) | -6 | i | -10
Oc1ccccc1O | 3 | i | 7
CN(C)c1cc[n+](CC(=O)Nc2c(Cl)cc(Cl)cc2Cl)cc1 | 14 | i | -16
CC1=NC(Nc2nc(C)c3ccccc3n2)=NC(C)(C)C1 | 3 | i | -30
O=S(=O)(NC(=NCCc1ccc(Cl)cc1)c1ccccc1Cl)c1cccs1 | 21 | i | -1

Complete entries, looked up by structure:
`CC(=Nc1ccccc1)c1sc2ccccc2c1O` is listed with OX1R antag-1: 5; CHT PAM: i; OX1R antag-2: 15
`O=S(=O)(NC(=NCCc1ccc(Cl)cc1)c1ccccc1Cl)c1cccs1` is listed with OX1R antag-1: 21; CHT PAM: i; OX1R antag-2: -1
`O=C(CN1CCCCC1)N/N=C/c1ccccc1OCc1ccccc1` is listed with OX1R antag-1: 11; CHT PAM: i; OX1R antag-2: -22

More compounds.
mol | OX1R antag-1 | CHT PAM | OX1R antag-2
Cc1c(OCC(=O)NC2CC(C)(C)NC(C)(C)C2)ccc2c3c(c(=O)oc12)CCC3 | 16 | i | -11
Nc1ccccc1SCc1c(Cl)cccc1Cl | 9 | i | -14
Cc1ccc(NC(=S)NCCc2c[nH]c3ccccc23)cc1 | 31 | i | 3
COc1ccc(NC(C)=O)cc1S(=O)(=O)NC(C)c1ccc(-n2ccnc2)cc1 (centres undefined) | 7 | · | -9
COc1ccc(-c2sc3cc(OC)ccc3c2-c2ccc(OCCN3CCOCC3)cc2)cc1 | 4 | · | 0
CCOc1ccc(N=C(C)c2ccccc2O)cc1 | -6 | i | 11
O=C(CN1CCCC1)N1c2ccccc2Sc2ccccc21 | 4 | i | -27
COc1ccc2sc(N(CCCN(C)C)C(=O)c3ccc(C(=O)c4ccccc4)cc3)nc2c1 | 22 | i | 1
CCCc1cc(=O)oc2cc(C)cc(OCc3nn[nH]n3)c12 | 12 | i | -31
Cc1cc(C)c(NS(=O)(=O)c2c(C(=O)N3CCOCC3)c(C)n(C)c2C)c(C)c1 | 2 | i | -3
O=C(COC(=O)c1ccccc1N1C(=O)C2C3CCC(C3)C2C1=O)c1ccccc1 (centres undefined) | 21 | i | -22
Cc1ccc(OCCC(=O)Nc2c(C)n(C)n(-c3ccccc3)c2=O)cc1 | 8 | i | -24
CN(C)CCCN(C(=O)c1ccc(S(=O)(=O)N(C)Cc2ccccc2)cc1)c1nc2c(F)cccc2s1 | 19 | i | -19
S=c1[nH]nc(-c2cc(-c3ccccc3)n[nH]2)n1/N=C/c1ccc(Br)s1 | 5 | i | -1
O=c1c2ccccc2ncn1Cc1ccco1 | 11 | i | -12
CC1CCN(C(=O)C(C)Sc2nc(-c3ccccc3)cc(C(F)(F)F)n2)CC1 (centres undefined) | 11 | i | -30

Rows were taken by chance; 2.5% or so of the library scored in one or more.
